# M17LAP inhibition: P. falciparum M17LAP inhibitors, primary screen, biochemical, fluorogenic H-Leu-NHMec substrate, 1536-well (AID 1619) | Leucine aminopeptidase (Plasmodium falciparum (isolate 3D7)) | recombinant M17LAP, H-Leu-NHMec fluorogenic kinetic assay; higher % means a stronger effect | one-dose inhibition, % at 30 µM; IC50 in µM for titrated hits | actives 0.38% (n = 220,000);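 active means compound inhibiting the enzyme by more than half at any dose during confirmatory dose-response retesting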;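 further: plate controls were full reaction with DMSO carrier for no effect and no enzyme background for full effect; strong numbers were not always called active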
# M1AAP inhibition: P. falciparum M1AAP inhibitors, biochemical, fluorogenic H-Leu-NHMec substrate, 1536-well (AID 1445) | Aminopeptidase N (Plasmodium falciparum (isolate 3D7)) | recombinant M1AAP, H-Leu-NHMec fluorogenic kinetic assay; higher % means a stronger effect | inhibition, % at 30 µM, or IC50 in µM where a hit was titrated | actives 0.42% (n = 220,000);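 active means primary inhibition above the hit cutoff, then over 50% inhibition at one or more dose response concentrations, cut at about 23% in these data, passing the limit was not always enough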;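 further: plate controls were DMSO full reaction for no effect and no enzyme background for full effect; strong numbers were not always called active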
# Yfh1-depleted yeast: enhancers of respiration in Yfh1-depleted yeast, dose response, Friedreich's ataxia, plus single-dose screen (AID 1465); S. cerevisiae Yfh1-off respiration, WST-1 reduction, 72 h; higher fold induction means a stronger effect; fold induction at 50 µM, or EC50 in µM where a hit was titrated; actives 0.074% (n = 220,000);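 active means fold induction of absorbance versus untreated yeast above a set limit, then at least 30% activation at any dose in follow-up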;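 further: activators that raise dye reduction in frataxin-depleted yeast; strong numbers were not always called active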
# Dynein transport: inhibitors of GR-EGFP nuclear translocation, primary screen, dynein cargo transport inhibitor project, imaging, high-content, 3617.4 mouse cells | AID 1381, 2008 | actives 0.47% (n = 220,000) | z-score, hits read low | test concentration mostly 20 µM; stimulated with dexamethasone, 1 µM; hits give low values;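 active means plate z-score of nuclear minus cytoplasmic receptor signal below a set negative limit, without overly bright fluorescence or cell loss, cut at about -3.5 in these data, passing the limit was not always enough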;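 further: z-score of nuclear minus cytoplasmic ring GR-EGFP intensity difference per well; some compounds called inactive have numbers as strong as hits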
#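 Buffer or medium – tet-free medium with charcoal-stripped serum · Signal – automated 10x imaging of fixed Hoechst-stained cells · Also added – dexamethasone agonist, 1.0 µM final, for 30 min · Incubation – induction 48 h, compound 1 h, agonist 30 min · Read-out – GR-EGFP nuclear translocation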
# T cell HTS: modulators of CD8 T cell-vesicle binding, primary screen, mouse 2C CD8+ T cells, flow cytometry; calls only at 7 µM; 2C CD8+ T cell-vesicle binding; hits give low values; actives 0.068% (n = 330,000);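 active means response, share of CD8 T cells binding vesicles, and their 90th percentile fluorescence all below set limits, cut at about 80% in these data, passing the limit was not always enough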
#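 Test system: purified 2C TCR transgenic mouse naive CD8+ T cells. Probe or stimulus: QL9-peptide-loaded Drosophila micro-vesicles bearing Ld, ICAM-1 and B7-1. Incubation: binding step 1.5 h, 37 °C, antibody labelling 20 min, ice. Measured by: flow cytometry of vesicle-bound cells.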
# MT stabilizer: microtubule stabilizers in HeLa cells, primary screen, imaging, high-content imaging | HeLa tubulin immunostaining HCS, 24 h; share of cells brighter than vehicle mean+2SD | % tubulin-high responders, % at 10 µM | actives 0.83% (n = 200,000) | AID 2205, 2009;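 active means plate Z-score above 3 for both tubulin-high and condensed-nucleus cell shares, with cell loss under 80%, at 10 µM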;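 further: anti alpha tubulin signal scored within the nucleus-defined area of each cell; some results filed as inactive read as strong as hits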
# WT yeast gro inh: growth inhibition of WT strain, primary screen, mitochondrial fusion inhibitor project, WT and mutant strains, chemical genetic | mitochondrial fusion phenotypic screen | inhibition, % at 10 µM | actives 2.1% (n = 190,000) | AID 1362, 2008; in the data active means inhibition above about 58%; tested in S. cerevisiae
# b-catenin transl: modulators of beta-catenin nuclear translocation, primary screen, imaging, HeLa cells, immunofluorescence, high-content. nuclear translocation activity, % at 5 µM. actives 0.3% (n = 190,000);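 active means nuclear translocation activity above 50% at 5 µM, with a well cell count of 50 or more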;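 further: per-cell ratio of nuclear to cytoplasmic median beta-catenin stain intensity; plate controls were DMSO negative control for no effect and GSK-3 inhibitor IX positive control for full effect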
#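 Assay system: human HeLa cells, native beta-catenin; doses: 5 µM primary, 0.02–20 µM confirmation; incubation: compound treatment 24 h, 37°C, 5% CO2; technique: fluorescence imaging of beta-catenin antibody stain plus DAPI; measure: % activation, nuclear-to-cytoplasmic median beta-catenin signal ratio per cell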
# Autophagy HCS: autophagy modulators in MEF cells, primary screen, imaging, high-content, MEF GFP-LC3. MEF GFP-LC3 puncta imaging; test concentration mostly 10 µM. calls only at 10 µM (by protocol). actives 0.98% (n = 190,000). AID 463193, 2010;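 active means percentage of spot-positive cells more than 3 SD above its plate mean, without a fluorescence outlier flag or 80% toxicity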;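 further: spot-positive cell cutoff set from DMSO-treated cells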
# WT yeast gro inh mutant strain: second read-out of WT yeast gro inh, no call of its own (marks repeat the call); inhibition, %; mitochondrial fusion phenotypic screen, mutant strain inhibition
# Dynein transport cytoplasmic EGFP: recorded beside Dynein transport, whose call it bears; z-score; measured here: cytoplasmic GR-EGFP intensity; hits give high values
# Dynein transport nuclear GR-EGFP: further read-out of Dynein transport, marked with its call; z-score; measured here: nuclear GR-EGFP intensity;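 lower value marks the stronger effect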
# Dynein transport cell count: further read-out of Dynein transport, marked with its call; z-score; measured here: cell count per field
# b-catenin transl cell count 5 µM: recorded beside b-catenin transl, whose call it bears; cell count; measured here: cell count, cytotoxicity flag
# T cell HTS vesicle-bound %: recorded beside T cell HTS, whose call it bears; double positive events, %; measured here: CD8+ vesicle-bound cell fraction;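 binding gate set so that unloaded-vesicle control wells show 10% double positive cells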
# MT stabilizer Hoechst-high %: recorded beside MT stabilizer, whose call it bears; % Hoechst-high responders; measured here: nuclear condensation Hoechst responders;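 share of cells brighter than vehicle mean plus two SD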
# MT stabilizer cytotoxicity %: second read-out of MT stabilizer, no call of its own (marks repeat the call); toxicity, %; measured here: cytotoxicity by cell density;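 0% = mean cell density of plate MIN control wells and 100% = no cells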
# Autophagy HCS cell loss 18 h: further read-out of Autophagy HCS, marked with its call; toxicity, %; measured here: cell loss, nuclei count;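 cell loss after 18 h compound exposure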
# Numbers without * were called inactive; i = inactive; x = no result given; + = active, no number.
SMILES,M17LAP inhibition,M1AAP inhibition,Yfh1-depleted yeast,Dynein transport,Dynein transport cytoplasmic EGFP,Dynein transport nuclear GR-EGFP,Dynein transport cell count,T cell HTS,T cell HTS vesicle-bound %,MT stabilizer,MT stabilizer Hoechst-high %,MT stabilizer cytotoxicity %,WT yeast gro inh,WT yeast gro inh mutant strain,b-catenin transl,b-catenin transl cell count 5 µM,Autophagy HCS,Autophagy HCS cell loss 18 h
CCN(CC)c1ccc(/C=N/OCC(=O)N2CCCc3ccccc32)cc1,1%,7%,i,0.12,-0.014,0.28,-1.5,i,35,10,4.4,8.1,50,-8,-0.6,1237,i,19
CN(C)/C=C(\C#N)S(=O)(=O)C(C)(C)C,8%,3%,i,-1.4,-0.25,-0.78,1.2,i,37,2.0,2.1,8.4,-19,-13,0.1,1156,i,-8
COc1cc(CN2CCN(S(=O)(=O)c3ccc(NC(C)=O)cc3)CC2)cc(OC)c1O,10%,3%,i,0.33,-0.11,0.55,-0.071,i,6,4.5,2.7,7.4,-20,17,0.3,1200,i,4
O=C(NCCc1ccccc1)C1(c2ccccc2)CC1(Cl)Cl (stereo unspecified),-2%,3%,i,1.2,-0.2,0.22,0.093,i,27,2.1,1.4,2.3,0,-4,-0.8,1298,i,14
COc1ccc(-n2c(O)c(C=Nc3ccccc3)c3ccccc3c2=O)cc1,16%,6%,i,-0.94,-0.23,-0.65,1.1,i,46,2.4,2.0,6.3,-10,5,x,x,+,-0.4*
O=C(N1CCOCC1)N1CCN(c2ccccc2F)CC1,-1%,0%,i,3,-0.061,2.1,-1.2,i,35,1.7,3.8,4.6,-1,4,x,x,i,3
COc1ccc(-c2nn(CCC(=O)O)cc2/C=C2\SC(N)=NC2=O)cc1OC,-29%,1%,i,0.049,-0.22,0.49,-0.42,i,31,2.2,3.1,5.8,5,-9,-1.0,1061,i,-8
O=C(COC(=O)c1cc(=O)[nH]c2ccccc12)NC1CCCC1,-5%,0%,i,0.014,-0.27,-0.066,-0.66,i,57,2.0,1.8,6.6,-8,-5,-2.6,1076,i,-4
O=C(NCc1ccccn1)c1cccs1,-8%,3%,i,0.73,-0.26,0.51,0.67,i,31,2.9,0.4,19,-10,-31,-0.1,1143,i,-3
CN1CCCNc2nc3ccccc3nc21,-11%,4%,i,0.77,-0.17,1.5,-1.9,i,60,x,x,x,x,x,0.1,1351,x,x
COC(=O)c1c(N)c(C#N)c2n1CCCCC2,-7%,2%,i,0.79,-0.21,0.21,0.44,i,14,1.7,0.9,3.9,9,9,-4.6,1031,i,8
Cc1cc(=O)[nH]c(N/N=C/c2ccco2)n1,17%,-1%,x,0.2,-0.19,0.62,-0.23,i,38,1.4,1.3,4.9,-13,-5,1.3,1163,i,0
COc1ccc(CCN(C(=O)C(F)(F)F)C(C(=O)NC2CCCCC2)c2ccc(C)s2)cc1OC (stereo unspecified),-2%,2%,i,3.4,-0.16,0.62,-1.5,i,24,2.4,0.9,4.9,16,15,-1.1,1129,i,1
CCC(C)NC(=O)c1cccc(OCc2c(C)noc2C)c1 (stereo unspecified),1%,0%,i,-0.38,-0.24,-0.1,0.53,i,64,1.8,1.3,5.2,3,5,-1.4,816,i,20
Nc1nc2nc(SCC(=O)N3CCCc4ccccc43)[nH]c2c(=O)[nH]1,6%,10%,i,1.3,-0.17,0.65,-0.033,i,34,2.0,1.3,6.5,-23,5,-4.7,956,i,-3
Cc1cccc(N/C(N)=N/c2nc(C(F)(F)F)cc(C(F)(F)F)n2)c1,1%,1%,i,-0.027,-0.25,0.13,-0.33,i,57,4.8,1.7,7.8,-3,3,-1.5,1033,i,-14
O=C(CN(CCc1ccccc1)C(=O)CNS(=O)(=O)c1ccc(F)cc1)NCc1ccco1,10%,1%,i,-0.34,-0.29,-0.2,0.41,i,21,6.0,4.1,8.6,-3,10,-1.1,922,i,-25
CCC(C)NC(=O)CCSCCC(=O)NC(C)CC (stereo unspecified),17%,4%,i,-0.084,0.96,0.033,-1.8,i,44,4.6,2.6,12,-11,-15,x,x,i,-1
COc1ccc(-c2nc(NC(=O)CCNC(=O)c3ccco3)sc2C)cc1,2%,-1%,i,-0.59,-0.013,-0.32,0.97,i,24,3.4,2.7,12,-35,-19,-4.5,1049,i,13
CC1CC2(NC(=O)NC2=O)C(C)CN1C (stereo unspecified),-2%,-2%,i,-0.66,-0.19,-0.52,0.89,i,41,2.7,1.2,4.9,-12,4,1.4,1193,i,-2
C#Cc1ccc([C@H]2C=C(C(=O)OCC=C)O[C@@H](OCC)[C@@H]2CCCO)cc1,-7%,2%,i,0.00038,-0.32,0.27,0.28,i,57,0.9,1.4,8.8,20,15,-1.4,1194,i,-23
Cc1ccc(CC(=O)NCCCc2ccccc2)cc1,11%,6%,i,-0.19,-0.049,0.11,0.57,i,46,2.2,1.5,5.2,1,5,x,x,i,27
Oc1ccc(C2=Nn3c(nnc3-c3ccco3)SC2)cc1O,51%,29%*,x,-0.54,-0.14,-0.44,-0.12,i,54,34,12,24,0,-2,-1.1,913,i,-20
Cc1cc(NC(=O)CCN2C(=O)C3C4C=CC(C4)C3C2=O)c2ccccc2n1 (stereo unspecified),14%,-3%,i,0.87,-0.37,0.13,0.099,i,64,4.1,2.1,0.0,-10,17,0.6,1389,i,-35
COc1ccc(NC(=O)Cc2ccc(Cl)c(Cl)c2)cn1,0%,4%,i,-0.58,-0.3,-0.45,0.88,i,8,2.0,1.6,2.5,3,10,-0.6,1129,i,7
CCn1nc(C)c(/C=C/C(=O)Nc2ccc(C)cc2C)c1C,6%,6%,i,-0.41,-0.26,-0.15,0.49,i,45,3.5,0.8,6.3,-6,-2,0.3,529,i,-1
COc1ccc(OCCCCOc2ccccc2Cl)cc1,0%,-1%,i,0.26,-0.2,0.69,0.14,i,31,3.3,2.2,7.0,15,26,0.9,1363,i,10
N#Cc1ccc(Oc2ccc(-c3nc4ccccc4nc3-c3ccccc3)cc2)cc1C#N,-7%,-1%,i,-0.5,-0.098,-0.35,0.21,i,45,1.7,1.4,7.2,-4,8,5.2,971,i,-5
COc1cc(NC(=O)CSc2nncn2C)cc(OC)c1OC,1%,-3%,i,1.1,-0.24,0.61,-0.77,i,57,4.7,1.7,6.0,-2,5,-1.4,994,i,33
CC[C@H](C)[C@@H]1NC(=O)c2cc([N+](=O)[O-])cc(I)c2NCC[C@@H](C(N)=O)NC(=O)[C@H](CCCN=C(N)N)NC1=O,11%,9%,i,-0.56,-0.27,0.24,0.69,i,19,3.7,3.0,3.9,-17,3,x,x,i,5
CSC(=NCCCN1CCOCC1)NS(=O)(=O)c1cccs1,-6%,-2%,i,-0.21,-0.23,0.27,0.28,i,42,5.6,2.8,7.1,0,-1,-2.5,1022,i,15
O=C(c1ccc(-c2ccccc2)cc1)N1CCC(C(=O)N2CCCC2)CC1,0%,3%,i,-0.78,-0.25,-0.56,0.95,i,31,3.0,2.2,3.6,11,0,x,x,i,34
CC(=O)Nc1ccc(NC(=O)CN(c2ccc(F)cc2)S(=O)(=O)c2ccc3c(c2)OCCO3)cc1,9%,7%,i,-0.26,0.59,-0.056,0.075,i,13,1.8,1.7,9.8,-14,7,x,x,i,3
COc1ccc(NS(=O)(=O)c2ccc(Oc3c(C#N)cccc3C#N)cc2)cc1,-9%,0%,i,0.75,-0.18,0.36,-0.1,i,33,x,x,x,x,x,0.6,1408,x,x
Cn1c(=O)[nH]c2ncccc21,12%,8%,i,0.062,-0.2,0.41,-0.068,i,11,x,x,x,x,x,1.2,1326,x,x
COc1ccc(NC(=O)CN2CCCCC2)cc1,23%,1%,x,-0.6,-0.22,-0.43,0.37,i,43,4.3,2.5,8.6,-4,-1,x,x,i,2
CC1(c2nnc(-c3ccc(F)cc3)o2)CC(c2cccc(Cl)c2)=NO1 (stereo unspecified),7%,1%,i,0.71,-0.75,0.49,-0.4,i,51,x,x,x,x,x,-2.1,1165,x,x

# An excerpt from above in order of SMILES length, descending.
SMILES,M17LAP inhibition,M1AAP inhibition,Yfh1-depleted yeast,Dynein transport,Dynein transport cytoplasmic EGFP,Dynein transport nuclear GR-EGFP,Dynein transport cell count,T cell HTS,T cell HTS vesicle-bound %,MT stabilizer,MT stabilizer Hoechst-high %,MT stabilizer cytotoxicity %,WT yeast gro inh,WT yeast gro inh mutant strain,b-catenin transl,b-catenin transl cell count 5 µM,Autophagy HCS,Autophagy HCS cell loss 18 h
CSC(=NCCCN1CCOCC1)NS(=O)(=O)c1cccs1,-6%,-2%,i,-0.21,-0.23,0.27,0.28,i,42,5.6,2.8,7.1,0,-1,-2.5,1022,i,15
COc1ccc(NC(=O)CN2CCCCC2)cc1,23%,1%,x,-0.6,-0.22,-0.43,0.37,i,43,4.3,2.5,8.6,-4,-1,x,x,i,2
Cn1c(=O)[nH]c2ncccc21,12%,8%,i,0.062,-0.2,0.41,-0.068,i,11,x,x,x,x,x,1.2,1326,x,x

# Screening data deposited in PubChem by several laboratories.

# Hits appear at their usual frequency. Share with any hit: about 4.4%.
